DYRK1A inh: rat Dyrk1A kinase inhibitors, primary screen, biochemical, single point, plate reader. actives 0.43% (n = 310,000). ADP-Glo luminescence, NFATc1 peptide. inhibition, % at 12.5 µM. AID 504441, 2011; in the data active means inhibition above about 50%;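 further: plate controls were vehicle with enzyme for no effect and no enzyme for full effect; many of its hits are not listed in these tables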
GSK3beta inhib: human GSK3beta kinase inhibitors, primary screen, biochemical, cell-free homogeneous, HTS | Glycogen synthase kinase-3 beta (Homo sapiens), P49841 | GST-GSK3beta kinase, ADP-Glo luminescence, 60 min; stronger effect = lower value | activity score (negative = inhibition), % at 10 µM | actives 0.038% (n = 300,000);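 active means more than half of replicate wells score below -50%, meaning over 50% inhibition versus plate controls; inconclusive means some replicates but at most half score below -50%; inactive means no replicate scores below -50%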;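 further: 0% = median DMSO wells and -100% = median GW8510 positive control wells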
Target sequence (P49841 whole entry, looked up): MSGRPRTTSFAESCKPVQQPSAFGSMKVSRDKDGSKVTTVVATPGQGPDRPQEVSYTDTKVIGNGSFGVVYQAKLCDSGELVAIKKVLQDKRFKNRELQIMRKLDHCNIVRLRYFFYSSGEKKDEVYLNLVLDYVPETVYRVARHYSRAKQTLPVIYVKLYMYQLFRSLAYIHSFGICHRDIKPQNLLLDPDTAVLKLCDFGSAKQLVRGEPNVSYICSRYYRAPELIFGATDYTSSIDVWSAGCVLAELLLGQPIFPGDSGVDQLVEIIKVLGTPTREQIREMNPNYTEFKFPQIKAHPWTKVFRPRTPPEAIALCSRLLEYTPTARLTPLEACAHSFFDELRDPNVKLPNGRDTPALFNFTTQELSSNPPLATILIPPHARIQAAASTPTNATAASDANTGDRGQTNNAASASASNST
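Test system – GST-tagged human GSK3beta kinase, cell-free · Incubation – 60 min enzyme reaction, room temperature · Signal – ADP-Glo luminescence · Also added – peptide substrate and ATP at 25 µM · Controls – DMSO neutral wells and GW8510 at 20 µM as positive · Buffer or medium – Tris/MgCl2 kinase buffer · Measure – Luminescence-derived activity versus plate DMSO and GW8510 wells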
HDAC3 inh: HDAC3 deacetylase inhibitors, primary screen, biochemical, fluorescence, cell-free homogeneous | Histone deacetylase 3 (Homo sapiens), O15379 | recombinant HDAC3, fluorogenic peptide/trypsin coupled | inhibition, % at 8.3 µM | actives 0.15% (n = 320,000) | AID 2718, 2010; in the data active means inhibition above about 26%, passing the limit was not always enough; inconclusive means no clear call, values can overlap the other calls
HSF-1 act: HSF-1 activators, primary screen, NIH3T3-HGL cells, MG132 stress, luminescence, single point | actives 1.7% (n = 300,000) | activation, % at 9 µM | NIH3T3-HGL HSF-1 luciferase reporter, 8 h; 100% = twice DMSO control signal;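 active means mean replicate activation of at least 50% with a set share of replicates each reaching 50%; inconclusive means only one of those two conditions met; inactive means mean below 50% and too few replicates reaching it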;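 further: 0% = median of the neutral control wells and 100% = twice that signal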
HSF1 inhib: HSF1 inhibitors in luciferase reporter cells, primary screen, cell-based, NIH3T3, luminescence; AID 2098, 2009; NIH3T3-HGL HSE-luciferase, MG132-induced, luminescence 8 h; stronger effect = lower value; actives 0.77% (n = 300,000); activity change, negative = inhibition, % at 7.5 µM (by protocol);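 active means more than half of replicate wells show activity change below -50%, luminescence cut by over half; inconclusive means some wells, but at most half, below -50%; inactive means no replicate well below -50%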;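 further: luciferase reports HSF-1 transcriptional activity via heat shock element; 0% = median of DMSO wells and -100% = zero luminescence signal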
PolyA inh: polyadenylation inhibitors in yeast reporter cells, primary screen, luminescence, S. cerevisiae; S. cerevisiae SKY197-pL101 polyadenylation reporter, beta-gal luminescence; efflux-impaired pdr1/pdr3 knockout yeast; score 100 = 6 SD above DMSO; calls only at 12 µM; actives 0.02% (n = 300,000); AID 1875, 2009;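 active means lowest replicate activity score at least 50, where 100 means six control SD above control mean; inconclusive means lowest score under 50 but half or more replicates reach 50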;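 further: yeast exposed to compound for 9 h at 30 °C; higher score means more reporter readthrough which indicates perturbed polyadenylation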
HSP90 refold inh: HSP90 inhibitors, primary screen, cell lysate, luminescence; Rabbit reticulocyte lysate, luciferase refolding luminescence, 3 h; inhibition, % at 5.6 µM; actives 0.91% (n = 290,000); AID 1789, 2009;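 active means inhibition above the screen-wide mean plus 3 SD, computed separately per campaign, cut at about 16% in these data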;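 further: 0% = DMSO wells and 100% = 60 µM geldanamycin wells; inhibitors lower the luminescence because luciferase stays unfolded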
AI-2 QS mod: Vibrio harveyi AI-2 quorum sensing modulators, primary screen, JMH597 strain, luminescence/OD600 ratio | Vibrio harveyi JMH597 AI-2 luminescence/OD600 ratio, 9 h; stronger effect = lower value; strain lacks LuxN and CqsS sensors; 0 = neutral-control median | activity change, % at 7.5 µM | actives 0.4% (n = 300,000); in the data active means activity change below about -75%, passing the limit was not always enough; inconclusive means no clear call, values can overlap the other calls;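 further: luminescence divided by OD600 gain over 9 h not by final OD600 alone; inactives centre near 13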
GSK3 alpha inh: blockers of GSK3A enzyme activity – biochemical, luminescence, cell-free homogeneous, HTS, primary screen. Glycogen synthase kinase-3 alpha (Homo sapiens), P49840. GSK-3 alpha kinase, ADP-Glo luminescence, 60 min. inhibition, % at 10 µM. actives 0.1% (n = 320,000). AID 2650, 2010;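 in the data active means inhibition above about 50%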;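 further: GST-tagged GSK-3 alpha with peptide substrate and 25 µM ATP; 0% = DMSO neutral wells and 100% = GW8510 positive control wells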
Target sequence (P49840 whole entry, looked up): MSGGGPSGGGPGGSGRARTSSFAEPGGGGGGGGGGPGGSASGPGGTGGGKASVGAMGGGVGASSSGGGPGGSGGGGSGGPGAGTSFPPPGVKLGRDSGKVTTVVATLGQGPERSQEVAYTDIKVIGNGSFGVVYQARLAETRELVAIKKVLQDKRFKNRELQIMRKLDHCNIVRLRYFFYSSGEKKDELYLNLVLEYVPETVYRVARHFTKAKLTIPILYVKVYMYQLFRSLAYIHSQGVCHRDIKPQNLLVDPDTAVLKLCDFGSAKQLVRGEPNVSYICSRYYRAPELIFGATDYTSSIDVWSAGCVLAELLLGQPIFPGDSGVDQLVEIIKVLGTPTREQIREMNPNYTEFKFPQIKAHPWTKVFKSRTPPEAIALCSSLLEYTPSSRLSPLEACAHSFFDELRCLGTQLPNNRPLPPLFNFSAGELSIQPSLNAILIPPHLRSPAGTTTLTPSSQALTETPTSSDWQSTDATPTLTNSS
Platelet DG rel: inhibitors of platelet dense granule secretion, primary screen, cell-based, MLPCN, human platelets; inhibition, %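 (compounds screened at 7.5 µM in platelet-rich plasma)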; actives 0.22% (n = 300,000); AID 1663, 2009; human platelet-rich plasma, SFLLRN dense granule ATP release, luminescence;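 active means mean replicate score, as percent of positive control, at or above 50; inconclusive means mean below 50 but at least one replicate at or above 50; inactive means mean and every replicate below 50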
Starred values were filed as active, the others as inactive; i = inactive; ? = inconclusive; / = no result given. Some of the compounds tested, so the mix of outcomes need not match the whole.

SMILES	DYRK1A inh	GSK3beta inhib	HDAC3 inh	HSF-1 act	HSF1 inhib	PolyA inh	HSP90 refold inh	AI-2 QS mod	GSK3 alpha inh	Platelet DG rel
CC(C)[C@H](NC(=O)NC1CCN(Cc2ccccc2)CC1)C(=O)O	-4	-1	0	-9	-5	i	0	18	/	-1
Cc1ccc(-n2c(CNc3cccc(Cl)c3)n[nH]c2=S)cc1	7	2	7	11	9	i	-6	14	/	-1
Cc1nn(C)cc1CNCc1c(C(=O)N2CCCCC2)nc2c(C)cccn12	3	-5	-17	3	-2	i	0	-11	-2	-2
O=C(OCc1ccccc1)c1cccc(-c2nnc(-c3ccccc3)o2)c1	8	5	5	9	3	i	-3	-12	-2	-1
OC(COc1ccc(Cl)cc1)CN1CCN(c2cccc(Cl)c2)CC1 (centres undefined)	/	1	10	-7	-10	i	-1	8	0	5
Cc1cc(C(=O)Nc2ccccc2C)c2ccccc2n1	13	1	-7	10	-9	i	-2	29	-3	-3
Cc1cc(-c2nnc(SCC(=O)NC3CCCC3)o2)no1	-6	0	5	-7	-8	i	-3	9	4	-3
Cc1ccc(Cl)c(OC(=O)c2ccc(N3CCOCC3)c([N+](=O)[O-])c2)c1	-9	-5	8	15	2	i	0	36	0	-1
COc1cccc(NC(=O)COc2c(F)c(F)c(C(F)(F)F)c(F)c2F)c1	2	6	16	-13	4	i	-2	14	-1	-1
COCCn1c(-c2ccc(-c3ccc([N+](=O)[O-])cc3Br)o2)nc2c1c(=O)[nH]c(=O)n2CC(C)C	-6	0	6	22	4	i	0	14	-2	-8
CC1C2C(c3ccccc3)N(C)C(=O)N(C)C2N(C)C(=O)N1C (centres undefined)	-2	-2	9	0	-1	i	5	-1	-2	8
Cc1cccc(C)c1NC1=NC(=S)N(c2ccccc2)C12CCOC(C)(C)C2 (centres undefined)	0	3	4	-3	3	i	2	22	6	5
Cc1onc(-c2ccccc2Cl)c1C(=O)N1CCCC1	-10	-1	-5	6	0	i	1	13	0	-7
COc1ccc(NC(=O)C(=O)NNC(=O)c2cccs2)c(OC)c1	-2	2	-2	14	3	i	3	25	3	0
Cc1cc(C)n2nc(C(=O)OCC(=O)Nc3ccc4c(c3)OC(F)(F)O4)nc2n1	-2	0	/	-15	-2	i	8	30	/	13
Cc1ccccc1NC(=O)CSc1nnc(-c2ccoc2C)n1CCc1ccccc1	-4	4	-4	8	2	i	8	16	0	-1
O=C(N/N=C/c1ccco1)c1cc(-c2cccs2)[nH]n1	28	-5	9	14	4	i	1	12	/	-1
CCN(CC(=O)NCc1ccc(Cl)cc1)C(=O)COc1ccc(C)cc1C	-3	4	-2	14	4	i	-1	36	-1	-1
CCCCCCC(=O)NCC(=O)OCC(=O)c1ccccc1	-8	-1	-1	4	-10	i	7	16	-1	8
Cc1cc(NC(=O)CSc2nnc(C3COc4ccccc4O3)n2C)no1 (centres undefined)	/	-5	-3	18	-1	i	3	-56	0	-3
O=C(Nc1nc(-c2cccc([N+](=O)[O-])c2)cs1)c1cccc([N+](=O)[O-])c1C(=O)O	0	1	14	-10	1	i	-2	8	-2	-2
CC(=O)c1cn(CC(=O)Nc2ccc(C)cc2)c2ccccc12	2	-1	3	1	-9	i	7	1	-1	8
Cc1c(NC(=O)COC(=O)c2ccc(F)c(S(=O)(=O)N3CCOCC3)c2)c(=O)n(-c2ccccc2)n1C	4	-3	-2	-3	6	i	4	26	0	-7
COc1ccc(C(=O)COC(=O)CCN2C(=O)C3C4CCC(C4)C3C2=O)cc1 (centres undefined)	6	0	?	-15	1	i	3	2	2	2
COc1ccc(/C=N/NC(=O)CNC(=O)c2cccs2)cc1	-7	-1	4	2	-1	i	-4	-73	3	-3
CN1C(=O)C(C)(C)N(C(=O)c2cccc([N+](=O)[O-])c2)c2ccccc21	17	-3	-11	-2	4	i	3	17	-1	-1
COc1ccc(CNC2CCSc3ccccc32)cc1OC (centres undefined)	-8	-1	0	63*	27	i	6	13	-2	/
CCC(=O)Nc1ccc2c(c1)ncn2-c1ccccc1C	15	3	-2	11	-2	i	3	16	-1	0
Cc1ccccc1S(=O)(=O)Cc1ccc(C(=O)NCc2ccccc2)o1	1	0	-11	-15	2	i	4	19	0	0
CC(=O)Nc1ccc(S(=O)(=O)N2CCN(C(=O)c3ncoc3-c3ccccc3)CC2)cc1	2	1	/	7	3	i	0	18	/	6
CC1Cc2ccccc2N1C(=O)Cn1nnc(-c2ccccc2NC(=O)C2CCC2)n1 (centres undefined)	3	-2	1	0	7	i	-1	20	0	-2
CN(NC(=O)c1cccc(Cl)c1)c1nc(-c2ccccc2)nnc1C(F)(F)F	15	2	5	/	/	i	1	0	-1	/
O=C1CC(c2cccc(Br)c2)C2=C(COC2=O)N1 (centres undefined)	4	1	-1	10	-3	/	2	19	2	0
Cc1ccccc1N1CCN(S(=O)(=O)CC23CCC(CC2=O)C3(C)C)CC1 (centres undefined)	3	-3	-5	-4	4	i	4	19	0	10
COc1ccc(Cc2nc(-c3ccc(Cl)cc3)no2)cc1	-1	0	-2	31	12	i	-2	-88*	1	-5
C=CCSc1nc(N)cc(=O)[nH]1	1	-5	/	-58	?	i	4	7	0	2
Cn1c(SC/C=C/c2ccccc2)nnc1-c1cccs1	5	7	-4	-3	5	i	7	-4	-1	7
CN(CC(=O)O)S(=O)(=O)c1ccc2c(c1)NC(=O)CC(=O)N2	/	1	1	8	-5	i	-1	2	-2	-6
O=C1C2CC=C(Cl)CC2C(=O)N1CCc1ccccc1 (centres undefined)	-2	3	-1	6	6	i	0	6	-3	-5
COc1ccc(CCNC(=O)CCNS(=O)(=O)c2cccc3nonc23)cc1OC	/	1	0	-9	-10	i	1	-5	-2	-5
O=C(COc1ccccc1-c1ccccc1)N/N=C/c1ccc2ccccc2c1	3	0	-2	-22	-11	i	-5	27	-1	9
O=C(Cc1cc(C(=O)O)c2ccccc2n1)Nc1ccccc1	0	-2	-3	5	7	i	0	24	4	-4
COc1cccc(CNC(=O)CS(=O)(=O)Cc2nc(-c3ccc(C)cc3)oc2C)c1OC	10	-4	-7	17	2	i	3	12	2	-1
c1ccc(Oc2nnc(-c3cccs3)c3ccccc23)cc1	-1	-1	3	-4	7	i	-2	9	-1	-5
NC(=O)CCSC(=S)N1CCOCC1	8	4	3	4	-2	i	2	7	-1	3
CCC(C)N1C(=O)S/C(=C/c2ccc(N3CCOCC3)cc2C)C1=O (centres undefined)	3	-7	2	-3	-8	i	4	5	0	5
CN(c1ccc(OCC(=O)NCc2cccnc2)cc1)S(=O)(=O)c1ccc(Cl)cc1	2	1	-3	31	12	i	2	42	1	-2
Cc1cc(=O)c2c(O)c(O)ccc2o1	10	-3	1	5	-7	i	-1	19	-1	-17
Cc1ccc(S(=O)(=O)c2nc(Nc3ccccc3N3CCOCC3)sc2Cl)cc1	1	0	-5	12	5	i	-7	31	9	-1
C/C(=C\c1cccc(Br)c1)C(=O)c1c(C)cc(C)[nH]c1=O	-1	1	-3	40	6	i	-3	9	-1	16
COC(=O)c1ccc(N2CCN(C)CC2)c(NC(=O)COc2ccccc2Cl)c1	-5	-1	-2	12	7	i	0	15	3	-27
Cc1ccc(OCc2nnc(SCC(=O)N3CCOCC3)n2C)cc1	3	3	-2	-1	-1	i	0	14	-2	12
COc1ccc(-n2c(=S)[nH]c3ccccc3c2=S)cc1	0	2	-5	18	6	i	0	10	0	-6
CSc1ccccc1NC(=O)CN(Cc1ccc(Cl)cc1)S(C)(=O)=O	-6	-2	2	24	10	i	-2	12	1	20
COc1ccc(OC)c(/C=N/NC(=O)c2nnn(-c3nonc3N)c2-c2cccs2)c1	-3	0	-1	-4	0	i	5	4	26	14
O=C(COC(=O)C1(c2ccc(Cl)cc2)CCCC1)NCc1ccco1	-4	-3	2	2	1	i	2	-13	5	-8
O=C(CC1C(=O)NCCN1Cc1cccc(Oc2ccccc2)c1)NCCc1ccccn1 (centres undefined)	-7	3	10	2	-3	i	4	21	-2	3
COc1ccc(/C=C2/C(=O)N=C(N)N2C)cc1OC	-2	1	6	-7	2	i	0	53	2	-2
Cc1ccc(S(=O)(=O)N2CCCC2CNC(=O)c2ccc(F)c(F)c2)cc1 (centres undefined)	5	0	1	-2	3	i	/	25	-1	-5
CCOc1nc(-c2ccccc2)ccc1-c1noc(COc2ccccc2)n1	-2	7	1	16	-5	i	-4	21	/	-3

Some of these compounds in order of their number in GSK3beta inhib, descending.
SMILES	GSK3beta inhib
COc1ccc(-n2c(=S)[nH]c3ccccc3c2=S)cc1	2
COc1ccc(/C=C2/C(=O)N=C(N)N2C)cc1OC	1
O=C(COC(=O)C1(c2ccc(Cl)cc2)CCCC1)NCc1ccco1	-3

Next section.
SMILES	DYRK1A inh	GSK3beta inhib	HDAC3 inh	HSF-1 act	HSF1 inhib	PolyA inh	HSP90 refold inh	AI-2 QS mod	GSK3 alpha inh	Platelet DG rel
COc1ccc(C(=O)CSc2nnc(-c3ccccc3)o2)cc1	1	0	0	16	5	i	0	10	0	-1
COc1cc(OC)cc(C(=O)N2CCN(Cc3ccccc3Br)CC2)c1	/	-1	1	14	3	i	0	27	-2	-11
CCc1nc2ccccc2c(C(=O)OC2CCOC2=O)c1C (centres undefined)	4	0	6	1	-6	i	5	21	-9	3
Cc1[nH][nH]c(=O)c1C(c1ccc(F)cc1)c1c(C)[nH][nH]c1=O	-1	-3	3	4	4	i	-3	14	-6	-5
COc1ccccc1N(CC(=O)NCc1ccc2c(c1)OCO2)C(=O)CCC(=O)Nc1nccs1	5	0	-3	6	0	i	6	12	0	10
COc1ccc(CNC(=O)c2c(O)c3cc(OC)c(OC)cc3[nH]c2=O)cc1OC	-4	-5	1	-9	-1	i	-3	7	0	7
COc1ccc(Oc2nnc(-c3ccccc3)cc2C#N)cc1	-14	2	-2	-7	5	i	-2	9	-3	2
COC(=O)[C@]1(Cc2ccccc2)N[C@H](c2ccc(-c3ccc4c(c3)OCO4)cc2)[C@@H]2C(=O)N(C)C(=O)[C@@H]21	4	-2	-5	-19	-4	i	/	26	0	0

Screening data deposited in PubChem BioAssay by several laboratories.
